High-throughput results from PubChem BioAssay.
rTrxR1 inhibitor: blocks rat thioredoxin reductase 1. O89049. recombinant rTrxR1, NADPH fluorescence consumption, selenite substrate. Potency, µM (titrated, usually from 114 µM), for inactives: at the top dose activity change, negative = inhibition, hits mostly inhibitors. 390,000 tested, 1% active. AID 588453; further: potency means the concentration at half of the fitted maximal effect; on the % scale 0 is the no-effect control and ±100 the full control effect; nearly all actives have a fitted effect of over 65% in size
Target sequence (O89049 whole entry, looked up): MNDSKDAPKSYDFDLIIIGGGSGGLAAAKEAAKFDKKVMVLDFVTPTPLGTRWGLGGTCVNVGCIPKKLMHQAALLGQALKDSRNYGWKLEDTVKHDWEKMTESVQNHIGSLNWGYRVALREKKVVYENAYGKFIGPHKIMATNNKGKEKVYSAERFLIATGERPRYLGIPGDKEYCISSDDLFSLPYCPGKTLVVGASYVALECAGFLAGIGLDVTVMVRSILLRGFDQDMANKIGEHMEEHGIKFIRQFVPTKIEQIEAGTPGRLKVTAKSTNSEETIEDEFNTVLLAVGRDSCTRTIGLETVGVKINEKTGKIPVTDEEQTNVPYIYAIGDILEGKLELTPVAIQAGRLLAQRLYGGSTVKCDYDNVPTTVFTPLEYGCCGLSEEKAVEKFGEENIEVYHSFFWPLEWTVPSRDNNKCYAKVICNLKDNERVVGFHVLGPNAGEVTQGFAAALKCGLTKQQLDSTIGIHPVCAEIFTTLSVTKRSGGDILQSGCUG
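Rat TrxR1 (90 nM in the dispensed reagent) was pre-reduced with 400 uM NADPH for 5 min at room temperature, then incubated with compound for 15 min. After 400 uM selenite was added, NADPH fluorescence (Ex 340/Em 450 nm) was followed for 8 min.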
TrxR1 substrate: substrates of rat thioredoxin reductase 1. Potency, µM (titrated, usually from 114 µM), without a hit: top-dose activity change, negative = substrate turnover. purified TrxR1 substrate turnover, NADPH consumption readout. 390,000 tested, 0.01% active. O89049; further: potency means the concentration at half of the fitted maximal effect; on the % scale 0 is the no-effect control and ±100 the full control effect; nearly all actives have a fitted effect of over 50% in size
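Rat TrxR1, dispensed at 90 nM, was prereduced with 400 uM NADPH (final) for 5 min at ~22 deg C, then incubated with compound 15 min before 400 uM selenite. A first-read NADPH fluorescence drop versus no-compound background flagged substrates.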
USP1 inh: inhibitors of human USP1/UAF1 deubiquitinase; O94782; recombinant USP1/UAF1, Ub-Rhodamine cleavage fluorescence; Potency, µM (titrated, usually from 57.1 µM), for inactives: top-dose activity change, negative = inhibition, most hits filed as inhibitors; 390,000 tested, 0.23% active; further: potency means the concentration at half of the fitted maximal effect; on the % scale 0 is the no-effect control and ±100 the full control effect; nearly all actives have a fitted effect of over 60% in size; inactives centre near -12
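High-throughput fluorogenic screen: 1nM USP1/UAF1 complex, Ub-Rho substrate 150nM final, 50mM HEPES pH 7.8 with 0.5mM EDTA, 0.1 mg/ml BSA, 1mM TCEP and 0.01% Tween-20.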
Pin1 inh: inhibitors of human Pin1; Q13526; Pin1 FP peptide displacement, HiFluor488, 10 min; Potency, µM (highest dose often 115 µM), for the others: top-dose activity, negative = inhibition, actives largely listed as inhibitors; 390,000 tested, 0.009% active; active means well fitted inhibition curve with a large enough effect in the polarisation, with a control signal flat, not every such curve was filed as active; inconclusive means small, poorly fitted or top-dose-only effect, or effect the other way, or a change in a side signal; inactive means no such curve, though single readings can be large or run the other way; the % refers to the polarisation; further: potency means the concentration at half of the fitted maximal effect; on the % scale 0 is the no-effect control and ±100 the full control effect
Target sequence (Q13526 whole entry, looked up): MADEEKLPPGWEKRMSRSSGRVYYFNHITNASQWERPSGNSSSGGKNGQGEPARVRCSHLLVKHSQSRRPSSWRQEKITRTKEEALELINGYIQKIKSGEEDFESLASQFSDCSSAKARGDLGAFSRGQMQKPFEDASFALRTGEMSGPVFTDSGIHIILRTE
HP1b chromo inh: inhibitors of HP1-beta chromodomain binding to methylated histone tails | P83916 | AlphaScreen HP1-beta / biotin-H3K9me3 peptide binding | Potency, µM (doses to about 114 µM), for inactives: at the highest dose activity change, negative = inhibition, hits mostly inhibitors | 390,000 tested, 0.56% active | AID 540317; further: potency means the concentration at half of the fitted maximal effect; nearly all actives have a fitted effect of over 70% in size; inactives centre near 23
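Compound inhibition of the preformed complex between 50 nM HP1-beta and 50 nM biotinylated H3K9me3 peptide was read by AlphaScreen. Buffer was PBS pH 7.4 with 0.01% Tween-20. Incubations ran 30 min at room temperature, with 10 ug/mL donor/acceptor beads.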
GLS inh: glutaminase GLS (human) inhibition. 410,000 tested, 0.21% active. Potency, µM (highest dose often 45.5 µM), inactives show at the top dose activity change, negative = inhibition, hits mostly inhibitors. O94925. GLS enzymatic activity, qHTS titration; further: potency means the concentration at half of the fitted maximal effect; on the % scale 0 is the no-effect control and ±100 the full control effect
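Compounds were pin-transferred onto hKGA, after which L-glutamine (1 mM solution) and a detection mix of glutamate oxidase, HRP and Amplex Red were added. Initial and 30 min RT fluorescence reads were collected.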
PGK inhibitor: blocks T. brucei phosphoglycerate kinase. PGK/GAPDH coupled, Kinase-Glo luminescence, 60 min. Potency, µM (titrated, usually from 57.5 µM), for inactives: at the top dose activity change, negative = inhibition, actives largely listed as inhibitors. 380,000 tested, 0.043% active; further: potency means the concentration at half of the fitted maximal effect; on the % scale 0 is the no-effect control and ±100 the full control effect; nearly all actives have a fitted effect of over 60% in size
Target sequence (P07378 whole entry, looked up): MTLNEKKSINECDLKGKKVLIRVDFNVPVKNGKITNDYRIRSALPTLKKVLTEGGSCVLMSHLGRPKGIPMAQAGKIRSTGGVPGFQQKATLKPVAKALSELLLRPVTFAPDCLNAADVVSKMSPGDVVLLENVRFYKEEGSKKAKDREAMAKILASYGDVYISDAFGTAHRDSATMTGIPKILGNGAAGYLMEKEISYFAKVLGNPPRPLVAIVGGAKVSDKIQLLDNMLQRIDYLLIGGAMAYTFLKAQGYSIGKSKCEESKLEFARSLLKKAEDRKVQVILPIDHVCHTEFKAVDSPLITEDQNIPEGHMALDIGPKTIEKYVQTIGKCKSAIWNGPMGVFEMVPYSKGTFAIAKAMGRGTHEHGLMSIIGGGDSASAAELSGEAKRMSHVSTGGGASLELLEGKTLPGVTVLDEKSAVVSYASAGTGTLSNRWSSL
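Luminescent ATP detection (Kinase-Glo Plus) follows a 60-minute room-temperature incubation, with wells lacking PGK as controls. Buffer: 100 mM TEA (pH 7.6), 5 mM MgCl2, 0.01% Tween-20. Coupling enzyme GAPDH (100 nM final) supplies unstable 1,3-BPG in-well.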
IDH1 R132H inh: human IDH1 R132H inhibition; O75874; IDH1-R132H enzyme, NADPH consumption, diaphorase/resazurin fluorescence; Potency, µM (top dose mostly 76.6 µM), without a hit: top-dose activity change, negative = inhibition, most hits filed as inhibitors; 390,000 tested, 0.093% active; further: potency means the concentration at half of the fitted maximal effect; on the % scale 0 is the no-effect control and ±100 the full control effect; nearly all actives have a fitted effect of over 65% in size
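IDH1-R132H (0.5 ug/mL) preincubated 30 min with compound, then NADPH (0.016 mM) and alpha-KG (2 mM) added; 80 min at RT, pH 7.5. Remaining NADPH coupled via diaphorase/resazurin to fluorescence (540/590 nm); concentration-response curves normalized to no-enzyme control.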
PI4K2A block: inhibitors of human PI4K2A; Q9BTU6; purified PI4K2A, ADP-Glo luminescence, 1 h; stronger effect = lower value; activity change, negative = inhibition, % at 76.9 µM; 420,000 tested, 0.13% active; in the data active means activity change below about -50%; inconclusive means mostly about -30% to -49%;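 further: -100% = wells without enzyme as full effect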
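ADP-Glo luminescence measured ADP generated by PI4K2A enzyme (4 ug/mL before mixing) with 1.2 mM PI substrate (pre-mix) and 300 microM ATP (pre-mix). Tris pH7.5 buffer with MgCl2, Triton X-100; 1 h reaction at ambient temperature.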
* = called active by the depositor; i = inactive; ? = inconclusive; · = no result given; [ ] = another dose, or the depositor's remark. Unless noted, the call rests on the fitted dose curve; in most records, active means well fitted curve in the direction sought with a large enough effect; inconclusive means small, poorly fitted or top-dose-only effect, or another doubt; inactive means no such curve, though single readings can be large; an effect the other way counts as inactive or inconclusive.

1	Nc1nc(SCC(=O)OCc2ccccc2)[nH]c(=O)c1NC(=O)c1ccco1
2	COC(=O)c1ccc(Cl)cc1NC(=O)N1CC2CCCN2c2ccccc21 (centres undefined)
3	O=C(CN1CCCCC1)Nc1ccccc1Cl
4	COc1ccc(-c2ocnc2C(=O)Nc2ccccc2N2CCCCC2)cc1
5	CC(=O)Nc1ccc(S(=O)(=O)N2C(C)CCCC2C)cc1 (centres undefined)
6	Cc1ccccc1C(=O)NCC(=O)N1CCN(C/C=C/c2ccccc2)CC1

Compound,1,2,3,4,5,6
rTrxR1 inhibitor,2%[57.1 µM],12%[57.1 µM],18%,18%,-16%,-25%
TrxR1 substrate,3%[57.1 µM],2%[57.1 µM],5%,29%,-10%,-10%
USP1 inh,-5%,-2%,-14%,-13%,-17%,-4%
Pin1 inh,4%,12%,0%,5%,2%,-7%
HP1b chromo inh,26%,3%,31%,12%,25%,42%[activator]
GLS inh,38%[activator],-3%,-6%,7%,-10%,-6%
PGK inhibitor,-4%,5%,-2%,-5%,i,-9%
IDH1 R132H inh,0%,-7%,-2%,2%,11%,6%
PI4K2A block,-4,-2,-25,5,-1,2

3 consecutive compounds out of the list so far, for reference:
4	COc1ccc(-c2ocnc2C(=O)Nc2ccccc2N2CCCCC2)cc1
5	CC(=O)Nc1ccc(S(=O)(=O)N2C(C)CCCC2C)cc1 (centres undefined)
6	Cc1ccccc1C(=O)NCC(=O)N1CCN(C/C=C/c2ccccc2)CC1

Compound,4,5,6
rTrxR1 inhibitor,18%,-16%,-25%
TrxR1 substrate,29%,-10%,-10%
USP1 inh,-13%,-17%,-4%
Pin1 inh,5%,2%,-7%
HP1b chromo inh,12%,25%,42%[activator]
GLS inh,7%,-10%,-6%
PGK inhibitor,-5%,i,-9%
IDH1 R132H inh,2%,11%,6%
PI4K2A block,5,-1,2

Later entries.
7	Cn1c(SCC(=O)Nc2ccc(N3CCOCC3)c(Cl)c2)nnc1-c1ccccc1
8	S=C1NCN(C2CCCCC2)CN1CCc1ccccc1
9	COc1ccc(C(=O)NCc2ccco2)cc1S(=O)(=O)NC1CC1
10	O=c1cc(-c2ccc(Cl)cc2)oc(=O)[nH]1
11	CC(C)Cc1nnc(NC(=O)CCc2ccccc2)s1
12	Cc1cccc(C(=O)OCC(=O)NN2C(=O)NC3(CCCCC3)C2=O)c1

Compound,7,8,9,10,11,12
rTrxR1 inhibitor,13%[57.1 µM],31%,8%,20%,25%,5%
TrxR1 substrate,7%[57.1 µM],9%,1%,-3%,1%,3%
USP1 inh,-5%,-12%,-20%,-9%,-6%,-19%
Pin1 inh,-1%,-2%,-2%,-7%,1%,0%
HP1b chromo inh,13%,-4%,41%[activator],32%,-8%,38%
GLS inh,1%,5%,-6%,1%,-4%,-3%
PGK inhibitor,7%,-1%,-9%,i,1%,0%
IDH1 R132H inh,5%,3%,0%,-1%,-4%,0%
PI4K2A block,9,3,1,4,3,-22

13	CC1CCCCN1C(=O)CSc1nnc2c(n1)[nH]c1ccccc12 (centres undefined)
14	COc1cc2c(cc1OC)C(NC(=O)C(F)(F)F)CNC2=O (centres undefined)
15	CCOC(=O)C1CCN(CC(O)COc2ccc(C(C)(C)C)cc2)CC1 (centres undefined)
16	O=C(O)Cc1c(-c2ccccc2)c2cc(Br)ccc2[nH]c1=O
17	CN(CC(=O)Nc1ccccc1Cl)C(=O)COC(=O)c1ccc([N+](=O)[O-])s1
18	Nc1c(C(=O)Nc2ccc(Br)cc2)sc2nc(-c3ccncc3)ccc12

Compound,13,14,15,16,17,18
rTrxR1 inhibitor,24%[57.1 µM],7%,-2%,14%,-23%,11%
TrxR1 substrate,7%[57.1 µM],4%,-5%,-4%,-8%,45%[activator]
USP1 inh,-19%,-30%,-10%,-1%,?,-20%
Pin1 inh,-1%,1%,0%,-8%,-9%,?
HP1b chromo inh,22%,12%,31%,29%,16%,85%[activator]
GLS inh,-10%,0%,0%,16%,1%,7%
PGK inhibitor,1%,1%,-2%,-8%,-4%,-7%
IDH1 R132H inh,3%,0%,3%,-16%,9%,3%
PI4K2A block,-1,-4,-3,-5,-2,1

19	CCC(CC)NC(=O)Nc1ccc(F)cc1F
20	O=C(CSc1nc2c([nH]c3ccccc32)c(=O)n1-c1ccccc1)Nc1ccc(Cl)c(Cl)c1
21	Cc1nc(Cl)c(C(=O)NCc2ccccc2)c(C)c1[N+](=O)[O-]
22	CCCNC(=O)Cn1c(=O)oc2cc(S(=O)(=O)N3CC(C)CC(C)C3)ccc21 (centres undefined)
23	CCOC(=O)C1(CCc2ccccc2)CCN(Cc2ccc(C(=O)OC)cc2)CC1
24	CCOC(=O)c1c(NC(=O)CCN2C(=O)c3ccccc3C2=O)sc(C(=O)OC(C)C)c1C

Compound,19,20,21,22,23,24
rTrxR1 inhibitor,5%,20%[57.1 µM],12%,17%,23%,13%
TrxR1 substrate,-4%,1%[57.1 µM],0%,-2%,-9%,-1%
USP1 inh,-20%,0%,-12%,-4%,-22%,-3%
Pin1 inh,0%,5%,1%,8%,0%,3%
HP1b chromo inh,50%[activator],15%[57 µM],18%,1%[57 µM],48%[activator],24%
GLS inh,-12%,-4%,19%,3%,1%,1%
PGK inhibitor,-1%,0%,7%,0%,i,-4%
IDH1 R132H inh,6%,-17%,-7%,8%,-8%,5%
PI4K2A block,5,-2,5,5,4,-1

25	CC1CCCCC1NCC(=O)Nc1ccccc1-c1ccccc1 (centres undefined)
26	COc1ccc(-c2cc(C(=O)N3CCN(c4ncccn4)CC3)c3ccccc3n2)c(OC)c1
27	CCc1ccc(OCC(=O)Nc2ccc(S(=O)(=O)Nc3cc(C)on3)cc2)c(Br)c1
28	Cc1cc(NC(=O)c2ccc3c(c2)C(=O)N(Cc2cccnc2)C3=O)no1
29	CCOC(=O)c1c(C)oc2nc(C)nc(Nc3ccc(CC)cc3)c12
30	CCc1nnc(NC(=O)CCC(=O)Nc2ccccc2)s1

Compound,25,26,27,28,29,30
rTrxR1 inhibitor,-18%,-19%,-10%,17%[57.1 µM],38%[activator],16%
TrxR1 substrate,-8%,3%,-9%,-1%[57.1 µM],-2%,2%
USP1 inh,-25%,-13%,-2%,5%,3%,-8%
Pin1 inh,-2%,0%,-3%,6%,-7%,6%
HP1b chromo inh,-14%,25%,17%,12%,32%,44%[activator]
GLS inh,-4%,-10%,23%,7%,1%,16%
PGK inhibitor,i,0%,4%,-9%,i,7%
IDH1 R132H inh,5%,-4%,3%,3%,-6%,10%
PI4K2A block,2,4,6,1,-1,5

31	CCOC(=O)Cc1ccc(NC(=O)Nc2nnc(N3CCCCC3C)s2)cc1 (centres undefined)
32	Clc1ccc(-c2cc(C3CCNCC3)[nH]n2)c(Cl)c1
33	CCOC(=O)c1c(NC(=O)C2=C(C)NC(=S)NC2c2ccc(F)cc2F)sc(C)c1C (centres undefined)
34	Cc1ccc(C(=O)NC2c3ccccc3-c3ccccc32)cc1
35	Cc1c(NC(=O)CSc2nnnn2C)c(=O)n(-c2ccccc2)n1C
36	O=C(CCN1C(=O)c2ccccc2C1=O)NC1=NCCS1

Compound,31,32,33,34,35,36
rTrxR1 inhibitor,15%,-12%[57.1 µM],-14%,-1%,22%[57.1 µM],19%[57.1 µM]
TrxR1 substrate,0%,-8%[57.1 µM],12%[57.1 µM],-2%,3%[57.1 µM],13%[57.1 µM]
USP1 inh,-19%,-6%,-28%,-17%,-16%,-11%
Pin1 inh,10%,16%,70%[activator],-1%,0%,0%
HP1b chromo inh,21%,25%,-19%,26%,35%,45%[activator]
GLS inh,-9%,-9%,-14%,3%,-10%,-6%
PGK inhibitor,-8%,0%,-8%,i,-9%,-6%
IDH1 R132H inh,-5%,-10%,5%,7%,5%,1%
PI4K2A block,0,4,-2,0,-5,1

37	O=C(NCC(=O)N1CCN(Cc2ccc3c(c2)OCO3)CC1)c1ccccc1F
38	CC(OC(=O)CC1CC2CCC1C2)C(=O)Nc1cccc(S(=O)(=O)N2CCOCC2)c1 (centres undefined)
39	O=C(NCCc1ccc(Cl)cc1)C(=O)c1c[nH]c2ccccc12
40	C/C(=N\Nc1nccnc1Cl)c1ccc(F)cc1
41	CC1(C)CNC(=S)N1Cc1ccccc1
42	O=C(Nc1cc(S(=O)(=O)N2CCCCC2)ccc1N1CCOCC1)c1ccc(C(F)(F)F)cc1
43	C/C=C(/C)C(=O)O[C@H]1CC(C)=CC(=O)[C@@]2(C)CC[C@@](O)(C(C)C)[C@H]12
44	O=C(Nc1ccc(NS(=O)(=O)c2ccccc2)cc1)c1cccnc1

Compound,37,38,39,40,41,42,43,44
rTrxR1 inhibitor,14%,-5%,-14%,11%[57.1 µM],·,2%,11%,-15%
TrxR1 substrate,7%,-12%,-10%,-1%[57.1 µM],·,-3%,-5%,-14%
USP1 inh,-12%,-5%,-18%,-27%,-7%,-12%,·,-19%
Pin1 inh,-13%,2%,0%,-3%,·,-1%,-7%,2%
HP1b chromo inh,2%,5%,1%,11%,·,10%,34%,34%[activator]
GLS inh,1%,2%,5%,4%,11%,4%,·,7%
PGK inhibitor,-7%,4%,7%,-5%,0%,-4%,·,i
IDH1 R132H inh,13%,1%,-9%,1%,4%,-3%,·,5%
PI4K2A block,6,3,2,-24,-1,-3,·,-1

A portion of the library (hit frequency here may not be typical).
